High-throughput results: PubChem, Vanderbilt High Throughput Screening Facility
Cav3 T inh: inhibitors of human Cav3.2 T-type calcium channel; Cav3.2-expressing cells, Fluo-4 calcium fluorescence FDSS; hits give low values; B-score at 10 µM; 100,000 tested, 4% active;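 active means single-dose well whose peak fluorescence ratio is a statistical outlier from its plate by either plate-standardised score or position-corrected B-score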
Target sequence (O95180 whole entry, looked up): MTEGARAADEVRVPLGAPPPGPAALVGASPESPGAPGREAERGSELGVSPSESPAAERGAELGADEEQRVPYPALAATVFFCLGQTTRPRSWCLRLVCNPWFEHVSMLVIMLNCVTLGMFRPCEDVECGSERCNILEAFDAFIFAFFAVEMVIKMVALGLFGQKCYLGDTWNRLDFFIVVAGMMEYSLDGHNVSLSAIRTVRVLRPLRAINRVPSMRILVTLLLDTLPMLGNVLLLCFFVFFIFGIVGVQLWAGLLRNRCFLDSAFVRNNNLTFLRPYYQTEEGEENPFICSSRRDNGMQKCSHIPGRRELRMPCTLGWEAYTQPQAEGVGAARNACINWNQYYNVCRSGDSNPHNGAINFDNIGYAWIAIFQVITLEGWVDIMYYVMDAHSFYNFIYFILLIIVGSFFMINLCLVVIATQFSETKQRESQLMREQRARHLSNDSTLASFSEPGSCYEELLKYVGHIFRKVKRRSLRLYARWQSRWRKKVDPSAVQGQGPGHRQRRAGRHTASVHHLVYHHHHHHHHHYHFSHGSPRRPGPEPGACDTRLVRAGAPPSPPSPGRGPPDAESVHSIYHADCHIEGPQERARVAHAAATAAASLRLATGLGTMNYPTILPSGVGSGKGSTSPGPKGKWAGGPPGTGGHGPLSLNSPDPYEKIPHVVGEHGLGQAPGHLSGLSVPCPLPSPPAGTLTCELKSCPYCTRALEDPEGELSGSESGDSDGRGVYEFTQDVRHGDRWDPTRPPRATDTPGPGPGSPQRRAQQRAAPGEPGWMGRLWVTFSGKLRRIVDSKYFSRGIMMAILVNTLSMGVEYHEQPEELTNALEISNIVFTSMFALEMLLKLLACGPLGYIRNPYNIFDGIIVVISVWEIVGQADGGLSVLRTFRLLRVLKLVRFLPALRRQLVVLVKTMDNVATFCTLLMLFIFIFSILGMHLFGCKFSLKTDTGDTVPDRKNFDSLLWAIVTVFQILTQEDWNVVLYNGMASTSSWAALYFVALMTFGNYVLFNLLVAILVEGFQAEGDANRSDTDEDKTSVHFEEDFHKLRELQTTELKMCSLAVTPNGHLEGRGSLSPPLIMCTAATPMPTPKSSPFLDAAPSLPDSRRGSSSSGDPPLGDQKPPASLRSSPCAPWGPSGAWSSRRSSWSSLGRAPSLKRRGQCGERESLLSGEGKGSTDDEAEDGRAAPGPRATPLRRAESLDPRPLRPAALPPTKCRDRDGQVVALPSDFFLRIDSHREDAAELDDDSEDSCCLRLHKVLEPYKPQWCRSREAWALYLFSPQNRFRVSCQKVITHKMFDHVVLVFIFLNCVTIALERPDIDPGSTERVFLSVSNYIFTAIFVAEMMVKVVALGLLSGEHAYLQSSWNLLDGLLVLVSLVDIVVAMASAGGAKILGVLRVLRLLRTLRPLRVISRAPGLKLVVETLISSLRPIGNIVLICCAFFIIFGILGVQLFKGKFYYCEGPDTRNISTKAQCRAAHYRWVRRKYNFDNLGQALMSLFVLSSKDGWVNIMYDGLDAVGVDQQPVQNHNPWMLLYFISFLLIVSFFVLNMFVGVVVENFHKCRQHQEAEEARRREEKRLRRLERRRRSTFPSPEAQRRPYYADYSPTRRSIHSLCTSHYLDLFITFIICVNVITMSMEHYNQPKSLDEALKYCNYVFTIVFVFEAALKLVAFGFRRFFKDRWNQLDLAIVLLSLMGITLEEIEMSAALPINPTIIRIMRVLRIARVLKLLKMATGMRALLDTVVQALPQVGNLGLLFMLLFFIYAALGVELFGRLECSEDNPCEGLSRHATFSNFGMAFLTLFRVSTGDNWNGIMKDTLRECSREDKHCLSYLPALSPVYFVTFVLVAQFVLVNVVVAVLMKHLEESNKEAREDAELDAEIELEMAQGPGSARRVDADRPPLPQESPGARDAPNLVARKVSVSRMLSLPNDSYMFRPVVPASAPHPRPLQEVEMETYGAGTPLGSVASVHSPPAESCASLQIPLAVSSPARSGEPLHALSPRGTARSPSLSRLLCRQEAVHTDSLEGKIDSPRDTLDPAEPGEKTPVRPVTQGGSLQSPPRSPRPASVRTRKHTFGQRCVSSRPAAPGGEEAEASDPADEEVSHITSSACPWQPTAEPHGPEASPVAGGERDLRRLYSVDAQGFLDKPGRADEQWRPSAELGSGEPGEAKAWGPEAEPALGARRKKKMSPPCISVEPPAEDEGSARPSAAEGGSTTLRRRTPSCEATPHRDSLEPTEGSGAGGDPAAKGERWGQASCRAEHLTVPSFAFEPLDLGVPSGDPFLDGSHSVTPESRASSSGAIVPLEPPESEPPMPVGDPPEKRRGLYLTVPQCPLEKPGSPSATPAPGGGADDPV
An asterisk follows results filed as active. An excerpt. The share of hits here may be higher or lower than overall.

SMILES	Cav3 T inh
CCOc1ccc(C2CC(c3cccc(OC)c3OC)n3nnnc3N2)cc1Cl (stereo not given)	-4.13*
CCOC(=O)C(C(=O)OCC)C(C#N)c1ccccc1 (stereo not given)	0.909
O=C(NC1CCCCCCC1)C1c2ccccc2C(=O)N1Cc1ccco1 (stereo not given)	-0.183
COc1ccc(CN(C(=O)CSc2nnc(-c3ccc(OC)c(OC)c3)o2)c2ccc(F)cc2)cc1	-0.561
Cc1oc(-c2ccccc2Cl)nc1CSCC(=O)N1CCCC1	-0.403
COc1ccc([C@H]2/C=C\CN(S(C)(=O)=O)[C@@H](C)C(=O)N2Cc2ccc(F)cc2)cc1	-0.0151
COc1ccccc1C(=O)Nc1ccc2c(c1)OCCO2	-0.76
Cc1cccc2cc(CN(Cc3ccc(F)cc3)Cc3nnnn3C3CCCC3)c(=O)[nH]c12	0.067
O=C(Nc1nnc(Cc2ccccc2)s1)c1cccs1	0.106
CN1CCc2c(c3ccccc3n2C)C1	0.569
O=C(CS(=O)(=O)Cc1ccccc1)Nc1ccccn1	0.312
CCNc1nc(NC(C)C)nc(Oc2ccc(OCc3ccccc3)nn2)n1	1.93
CC(C)Sc1cc(N2CCCC2)nc(-c2ccccc2)n1	-1.31
CC(C)(C)c1ccc(C(=O)NNc2cc(N3CCCCC3)nc(N3CCCCC3)n2)cc1	-8.32*
CC(C)(C)OC(=O)NCCCC1=CC2=CC(=O)C(C)(OC(=O)c3ccc(Cl)nc3)C(=O)C2=CO1 (stereo not given)	0.0768
COc1ccc(C)cc1NC(=O)CCC(=O)Nc1nnc(C(F)(F)F)s1	-0.502
CCCC1C2C(=O)N(c3ccc(OC)cc3)C(=O)C2ON1c1ccccc1 (stereo not given)	-0.408
Cc1ccc(NC(=O)Cn2c(=O)n(CCCC(=O)NCc3ccco3)c(=O)c3ccccc32)cc1	0.103
Cn1c(SCC(=O)N2CCCc3ccccc32)nc2cccnc21	1.12
CCN1CCN(Cc2ccc(NC(=O)c3cc(NC(=O)c4cc(-c5ccc(OC)cc5)n[nH]4)cc(OC)c3)cc2C(F)(F)F)CC1	0.145

Of the compounds above, these have an NH in an aromatic ring.
SMILES	Cav3 T inh
Cc1cccc2cc(CN(Cc3ccc(F)cc3)Cc3nnnn3C3CCCC3)c(=O)[nH]c12	0.067
CCN1CCN(Cc2ccc(NC(=O)c3cc(NC(=O)c4cc(-c5ccc(OC)cc5)n[nH]4)cc(OC)c3)cc2C(F)(F)F)CC1	0.145

(continued)
SMILES	Cav3 T inh
O=C(O)c1ccc(CNCc2ccc(Cl)cc2Cl)cc1	0.224
CC(C)(C)OC(=O)NCCc1nnc(SCc2ccccc2Cl)o1	-1.6
Cc1ccccc1OCC(=O)Nn1c(COc2ccccc2)nc2ccccc2c1=O	-2.53
COc1ccc(C2=NN(C)C(=NCc3ccccc3)SC2)cc1	-0.862
COc1ccc(C2C(C#N)=C(N)N(c3sc4c(c3C#N)CCCC4)C3=C2C(=O)CC(C)(C)C3)cc1 (stereo not given)	0.68
CCOC(=O)c1cnc2cc(Cl)c(OC)cc2c1NCC1CCCO1 (stereo not given)	0.338
CCOC(=O)NC1(NC(C)C)Oc2ccccc2O1	0.107
O=C(Oc1c(Br)cc(C(=S)N2CCOCC2)cc1Br)c1ccc(Cl)cc1	0.657
Cc1cc(C)c(/C=N/NC(N)=O)c(C)c1/C=N/NC(N)=O	1.29
O=C(COc1ccccc1)Nc1ccc(OC(F)(F)C(F)F)c(NC(=O)COc2ccccc2)c1	-1.52
FC(F)(F)c1cc(C(F)(F)F)c2ccc(Oc3ccccc3)nc2n1	-4.73*
CCCCn1c(CCNC(=O)CCC)nc2ccccc21	0.454
CC(=O)Nc1ccc(S(=O)(=O)Nc2nc3c(s2)CCCC3)cc1	0.577
CCC1=C2CC[C@H]3C(=O)N(c4ccccc4)C(=O)[C@H]3[C@H]2[C@@]2(C)C(=NCC3CC3)OC(=O)N2C1=O	0.852
Cn1c(SCC(=O)N2CCCC2)nc2ccccc2c1=O	0.395
COc1cc(/C=C/C2=NC(=O)C(C)(C)O2)ccc1O	0.36
CCCn1nnnc1NCc1ccccc1OCc1ccc(F)cc1	-2.66
CC(=O)C1=C(C)NC(C)=C(C(C)=O)C1c1ccc(-c2ccccc2Cl)o1	-5.56*
CC(C)NS(=O)(=O)c1ccc(OCC(=O)Nc2ccc(F)cc2F)cc1	-1.76
COc1cccc(C(=O)NCCC2=CCCCC2)c1OC	-0.00543
CCN(CC)C(=O)CC(c1cc(OC)c(OC)c(OC)c1)c1c(OC)cc(OC)c2ccc(=O)oc12 (stereo not given)	1.25
COC(=O)c1sc(NC(=O)c2cc(-c3ccccc3)nc3ccccc23)c(C#N)c1C	-1.36
O=C(c1ccc(S(=O)(=O)Nc2ccccc2)cc1)N1CCOCC1	-0.0609
COc1ccc(C(=O)Nc2c(N)nc(SCC(=O)N3CCC(C)CC3)[nH]c2=O)cc1OC	0.151
O=C(Cc1ccccc1)N1CCN(C(=O)c2cccs2)CC1	0.178
OCCNc1nc(OCC(F)(F)F)nc(N2CCN(C34CC5CC(CC(C5)C3)C4)CC2)n1	1.09
Cc1cccc(NC(=O)Nc2ccc(C#N)cc2)n1	0.61
CS/C(N)=N/N=C/c1ccc([N+](=O)[O-])cc1	1.1
O=C1N(c2ccccc2)C2CS(=O)(=O)CC2N1c1ccc(Cl)c(Cl)c1 (stereo not given)	-0.276
COc1ccc2oc(=N)c(C(=O)Nc3ccccc3)cc2c1	-0.284
COc1ccc(OC)c(N2C(=O)C(Cl)=C(N3CCCCC3)C2=O)c1	-0.677
Cc1csc(NC(=O)CCc2nc3ccccc3s2)n1	-2.2
CC1Cc2ccccc2N1C(=O)CSc1nnnn1Cc1ccccc1 (stereo not given)	-3.65
O=C(Cn1nnc2c(sc3nc4c(c(-c5ccccc5)c32)CCC4)c1=O)c1ccccc1	-1.22
Cn1c(C(=O)N2CCCCCC2)cc2c(=O)n(C)c3ccccc3c21	0.395
Cc1ccc(S(=O)(=O)N2CCN(C3CC(=O)N(Cc4ccccc4)C3=O)CC2)cc1C (stereo not given)	-1.4
COc1cccc2cc(-c3nnc(SCC(=O)Nc4cc(C(F)(F)F)ccc4Cl)n3N)oc12	0.204
CCCC(=O)NCCc1ccc(F)cc1	-0.101
COc1ccccc1CCC(=O)Nc1nc2ccccc2[nH]1	-2.61
Cc1ccc2nc(SCC(=O)Nc3ccc4c(c3)OCCO4)[nH]c2c1	-1.47
CC(NC(=O)CSc1nc2ccccc2n1CCC#N)c1ccc(F)cc1 (stereo not given)	-1.31
Cn1c(COc2ccccc2)nnc1SCCC(=O)Nc1ccccc1	0.368
Cc1c(OCc2nn[nH]n2)ccc2c3c(c(=O)oc12)CCC(C)C3 (stereo not given)	-1.52
O=C(NC1CCCC1)NS(=O)(=O)c1ccccc1Cl	-1.83
COc1ccccc1OCC(=O)Nc1cccc(N(C)S(C)(=O)=O)c1	0.784
CCN1CCN(C(=O)C2(NC(=O)Nc3ccccc3Cl)CCCCC2)CC1	0.269
C=CCNc1cc(C(F)(F)F)nc(-c2ccccn2)n1	-0.0331
COc1ccc(CCNC(=O)CCCCCN2C(=O)c3ccccc3C2=O)cc1	-0.152
COc1ccc(C(=O)CSC2=C(C#N)C3(CCCCC3)C(C#N)=C(N)N2)cc1	-0.654
COc1ccc(OC)c(S(=O)(=O)N(C)CC(=O)N2CCN(c3ccccc3F)CC2)c1	0.485
CCOC(=O)C(C(=O)OCC)N(C#N)c1nc(OC)nc(N(C)C)n1	0.925
CCC(C)NC(=O)C1CCN(S(=O)(=O)N2CCCC2)CC1 (stereo not given)	0.854
Cc1ccc(-c2c(C)n([O-])c3c([n+]2=O)CCCCC3)o1	-0.183
CCN(c1ccccc1)S(=O)(=O)c1ccc(OCc2c(C)noc2C)cc1	-4.43*
COc1ccc(CSCCN)cc1Cl	0.657
Cn1nnnc1SCc1ccccc1F	-1.17
COc1cc2c(cc1NC(=O)CN1CCN(S(=O)(=O)c3ccccc3F)CC1)oc1ccccc12	-0.305
CCN(CC)S(=O)(=O)c1ccc(Cl)c(C(=O)OC)c1	0.212
CCOC(=O)c1ccc(-n2ncc(C(=O)OCC)c2N)cc1	0.386
O=C(O)C[C@H]1c2cc(F)ccc2S(=O)(=O)N1C1CCCCC1	1.77

Further compounds:
SMILES	Cav3 T inh
Cc1cc(C)c(S(=O)(=O)N(CC(=O)N2CCCC2)C2CCCCC2)c(C)c1	-1.78
O=C(Nc1ccccc1)C(Cc1ccccc1)NC(=O)C12CC3CC(CC(C3)C1)C2 (stereo not given)	-0.13
COCCn1c(Cc2ccccc2)nnc1SCC(=O)Nc1cc(C)on1	-1.3
Cc1[nH]c2ccccc2c1C(=O)COC(=O)C1CC(=O)N(Cc2ccco2)C1 (stereo not given)	0.0474
COc1cc(-c2nnc(SCC(=O)N(Cc3ccccc3)C(C)(C)C)o2)cc(OC)c1OC	-2.97
CCCNC(=O)CN(CCc1ccccc1)S(C)(=O)=O	0.578
CCn1c(CNC(=O)Cc2ccc(OC)cc2)nnc1SCC(=O)Nc1nccs1	-1.65
CCCn1c(SCC(=O)Nc2cccc(C(=O)OCC)c2)nnc1-c1ccoc1C	-5.22*
COC(=O)c1cccc(NC(=O)CSc2nc3cccnc3n2C)c1	-2.56
CC(C)CC1(C(=O)O)NC(c2ccccc2O)C2C(=O)N(C(C)C)C(=O)C21 (stereo not given)	0.844
COc1ccc(CCNC(=O)c2cnn3cccnc23)cc1OC	0.0922
Clc1cccc(OCCN2CCOCC2)c1	-0.0679
CC(C)C(=O)Nc1nnc(CSCc2ccccc2F)s1	0.0188
CCCC(=O)Nc1ccc(C(=O)NCCCn2ccnc2)cc1	0.318
O=C(c1cc2nc(-c3ccc(F)cc3)cc(C(F)(F)F)n2n1)N1CCOCC1	-0.411
CC1=C(C#N)c2nc(N)c(C#N)c(C)c2/C1=C\c1ccc(C)cc1	-0.336
O=C(CS(=O)(=O)c1c[nH]c2ccccc12)Nc1ccc2c(c1)OCCO2	0.336
C[C@@H]1CCC[C@@]2(O[C@@H](CCO)C[C@H](O)[C@H]2O)O1	0.0745
COc1cccc(C2=NOC(C(=O)N3CCN(c4ccccc4)CC3)C2)c1OC (stereo not given)	-0.519
O=C1OCCN1c1c(-c2ccccc2)c(N2CCOCC2)nc2ccccc12	-0.444
CCC1(C)N=c2c(c(=O)n(C)c(=O)n2C)=NO1 (stereo not given)	-0.164
CC(O)Cc1cn([C@@H](CCCCN)C(=O)N2CCNCC2)nn1 (stereo not given in full)	-0.385
COc1ccc(CSCC(=O)N/N=C/c2ccc(OCC(=O)NCc3ccco3)cc2)cc1	0.971
CCOc1ccc(-c2nc(-c3ccncc3)no2)cc1OCC	-0.627
CCC(CC)C1C(C#N)=C(N)Oc2n[nH]c(-c3ccccc3)c21 (stereo not given)	0.43
CNC(=O)Nc1ccccc1F	0.485
COc1cc(N(C)C)c(NC(C)=O)cc1C(=O)O	-0.294
CCOc1ccc(NC(=O)c2nnn(CC(=O)Nc3ccccc3OCC)c2N)cc1	0.279
Cc1nc(C)c(C(=O)C2=C(O)C(=O)N(CCN(C)C)C2c2ccccc2)s1 (stereo not given)	0.0854
CCOC(=O)N(CC)OC(=O)Nc1ccc(Cl)cc1	0.0711
COc1ccc(S(=O)(=O)N[C@H](C(=O)O)C(C)C)cc1	0.236
O=C(Cn1nc(C(F)F)cc1C(F)F)N/N=C/c1ccc2c(c1)OCO2	-0.0894
Cc1cc(C)cc(N(C(=O)CNC(=O)c2cccs2)C(C(=O)NC2CCCC2)c2cccnc2)c1 (stereo not given)	0.0874
CCN(CC)c1ccc(NC(=O)c2cccnc2)cc1	-0.339
Cc1ccc(S(=O)(=O)C2(C(=O)N3CCCCC3C)CC2)cc1 (stereo not given)	-0.24
NCCSSCCN	-0.112
CCOC(=O)Cn1c(CN(Cc2ccccc2)Cc2ccccc2)nc2c1c(=O)[nH]c(=O)n2C	-0.47
CCCCn1cnc2c([nH]c3cc(OC)ccc32)c1=O	0.0726
Cc1cc(C)nc(SCc2nnc(SCC#N)n2-c2cccc(Cl)c2)n1	1.28
O=C(Nc1ccccc1C(=O)O)c1cccc(F)c1	-0.408

Cav3 T inh, hit marks shown above
SMILES	Cav3 T inh
CCOc1ccc(C2CC(c3cccc(OC)c3OC)n3nnnc3N2)cc1Cl (stereo not given)	-4.13*
CC(C)(C)c1ccc(C(=O)NNc2cc(N3CCCCC3)nc(N3CCCCC3)n2)cc1	-8.32*
FC(F)(F)c1cc(C(F)(F)F)c2ccc(Oc3ccccc3)nc2n1	-4.73*
CC(=O)C1=C(C)NC(C)=C(C(C)=O)C1c1ccc(-c2ccccc2Cl)o1	-5.56*
CCN(c1ccccc1)S(=O)(=O)c1ccc(OCc2c(C)noc2C)cc1	-4.43*
CCCn1c(SCC(=O)Nc2cccc(C(=O)OCC)c2)nnc1-c1ccoc1C	-5.22*

Entries shown so far with a tert-butyl group (four):
SMILES	Cav3 T inh
CC(C)(C)c1ccc(C(=O)NNc2cc(N3CCCCC3)nc(N3CCCCC3)n2)cc1	-8.32*
CC(C)(C)OC(=O)NCCCC1=CC2=CC(=O)C(C)(OC(=O)c3ccc(Cl)nc3)C(=O)C2=CO1 (stereo not given)	0.0768
CC(C)(C)OC(=O)NCCc1nnc(SCc2ccccc2Cl)o1	-1.6
COc1cc(-c2nnc(SCC(=O)N(Cc3ccccc3)C(C)(C)C)o2)cc(OC)c1OC	-2.97

(listing goes on)
SMILES	Cav3 T inh
CCc1ccccc1N(CC(=O)N1CCN(c2ccc(F)cc2)CC1)S(C)(=O)=O	-3.38
COc1ccc(N2C(=O)C(Cl)=C(NCc3ccccc3)C2=O)cc1	-3.55
CCCCN(C)C(=O)c1ccc2c(c1)N(CC)C(=O)c1ccccc1S2(=O)=O	0.822
COc1ccc(S(=O)(=O)N(C)CC(=O)NCc2ccco2)cc1	-0.593
Cc1sc(NC(=O)c2cccs2)c(C(=O)OC(C)C)c1C	0.081
COc1ccccc1CNC(=O)COC(=O)c1n[nH]c2ccccc12	-2.43
Cc1ccc(F)cc1NC(=O)Cc1ncc(C(F)(F)F)cc1Cl	-0.791
CCCc1cc(N2CCN(c3ccccn3)CC2)n2nc(C)c(-c3ccccc3)c2n1	0.0319
CCOC(=O)c1nnn(-c2ccccc2C#N)c1C	0.0409
Cc1ccc(S(=O)(=O)c2cnc(-c3ccccc3)nc2Oc2ccccc2)cc1	0.199
O=C(Nc1ccc(N2CCOCC2)c(Cl)c1)c1ccc(F)cc1	0.398
O=C1CN(C(=O)COC(=O)CCC(=O)c2ccc3c(c2)OCCO3)c2ccccc2N1	0.409
Cc1nn(-c2cccc(C(F)(F)F)c2)c(Cl)c1/C=N/n1cnnc1	-0.923
